# Compound activity as filed in PubChem BioAssay.
# OPRM1-OPRD1 ag – agonists of human mu-delta opioid receptor heterodimerization; P35372+P41143; cells, OPRM1-OPRD1 heterodimerization, luminescence; activation, % at 9.3 µM; 340,000 compounds, 0.3% hits; AID 504326; in the data active = activation above about 18%;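 also: 0% = vehicle-treated cells and 100% = reference agonist; values of inactives mirror those of a sister screen read the other way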
# Target sequence (P35372 whole entry, looked up): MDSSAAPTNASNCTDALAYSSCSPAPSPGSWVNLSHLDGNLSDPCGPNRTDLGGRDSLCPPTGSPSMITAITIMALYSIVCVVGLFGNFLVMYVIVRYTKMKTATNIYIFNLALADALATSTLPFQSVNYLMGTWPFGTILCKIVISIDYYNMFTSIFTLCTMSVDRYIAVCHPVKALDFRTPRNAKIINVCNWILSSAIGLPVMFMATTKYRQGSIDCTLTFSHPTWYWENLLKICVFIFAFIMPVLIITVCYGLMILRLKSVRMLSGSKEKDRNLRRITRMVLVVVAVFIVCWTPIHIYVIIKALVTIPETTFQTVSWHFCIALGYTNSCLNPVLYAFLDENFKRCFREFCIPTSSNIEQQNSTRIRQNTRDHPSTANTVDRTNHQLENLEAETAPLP
# Target sequence (P41143 whole entry, looked up): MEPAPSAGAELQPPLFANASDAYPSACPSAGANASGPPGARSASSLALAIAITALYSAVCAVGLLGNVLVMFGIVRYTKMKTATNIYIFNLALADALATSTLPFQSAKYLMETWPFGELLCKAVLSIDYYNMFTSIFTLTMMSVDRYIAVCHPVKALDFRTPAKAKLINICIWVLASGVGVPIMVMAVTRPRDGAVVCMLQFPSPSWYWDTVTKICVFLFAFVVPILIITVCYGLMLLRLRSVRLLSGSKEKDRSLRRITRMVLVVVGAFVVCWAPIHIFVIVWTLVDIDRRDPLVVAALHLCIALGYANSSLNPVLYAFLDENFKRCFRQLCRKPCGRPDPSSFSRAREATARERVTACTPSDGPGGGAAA
# HTR5A ag – HTR5A agonism, opioid heterodimer counter-screen; P47898; HTR5A agonist assay, luminescence, cell-based; activation, % at 9.3 µM; 340,000 compounds, 0.61% hits; in the data active = activation mostly above about 9.5%, no sharp cut-off; inactive = mostly below about 7.6%;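 also: 0% = cells with vehicle only and 100% = reference agonist; strong numbers were not always called active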
# SUMO Mot1 rescue – blocks SUMOylation pathway, rescuing yeast Mot1-301 growth; growth rescue, % at 18.8 µM; S. cerevisiae Mot1-301 growth rescue, ATP luminescence, 38.5C; percent above DMSO median, 100 means doubled; 320,000 compounds, 1% hits;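 active = every valid replicate shows activation above 250% relative to neutral control wells; inactive = the rest, any valid replicate at or below 250%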;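 also: OY570 slx delta 5 strain wells were the positive control but not used for scaling; some compounds called inactive have numbers as strong as hits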
# OPRM1-OPRD1 inv – inverse agonists of human mu-delta opioid receptor heterodimerization; P35372+P41143; cell-based MOR-DOR heterodimer luminescence, inverse agonism; inhibition, % at 9.3 µM; 340,000 compounds, 0.21% hits; AID 504357; in the data active = inhibition above about 22%, passing the limit was not always enough;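 also: 0% = cells with DMSO and 100% = wells without cells with DMSO; values of inactives mirror those of a sister screen read the other way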
# PKA-R1A act – PKA-R1A complex activation; activation, % at 11.4 µM; PKA-R1A dissociation, Cy5-IP20 fluorescence polarization; scaled: DMSO 0%, 113 µM cGMP 100%; AID 504707; P00514+P68181; 340,000 compounds, 0.083% hits;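 active = percent activation above the mean of all tested compounds plus 3 SD, cut at about 19% in these data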;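 also: higher means more PKAc released from R1A so a rise in polarization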
# phage Ecoli inh – E. coli growth loss with phage present; growth absorbance; AID 651602; 360,000 compounds, 0.26% hits; inhibition, % at 11.9 µM; in the data active = inhibition above about 11%
# PfHsp90 set2 – reduces growth (ATP signal) of yeast expressing P. falciparum Hsp90; S. cerevisiae expressing PfHsp90, BacTiter-Glo ATP, 48 h; yeast lacking PDR1 and PDR3 efflux regulators; inhibition, % at 9.4 µM; 310,000 compounds, 0.32% hits; AID 504621;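 active = every replicate shows inhibition above about 80%, whatever the replicate mean, limit read from the data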;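 also: 0% = DMSO neutral controls and 100% = 20 µM radicicol positive controls; yeast relying on Plasmodium falciparum Hsp90 in place of its own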
# DSG3 Ab inh – human desmoglein-3 autoantibody binding inhibition; 310,000 compounds, 0.48% hits; P32926; binding (percent of control), % at 10 µM; DSG3-coupled beads, scFv-anti-DSG3-GFP binding, flow cytometry; stronger effect = lower value;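 active = binding more than 3 SD below its plate's average and above zero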;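 also: hits lower antibody fragment binding to DSG3; some compounds called inactive have numbers as strong as hits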
# AddAB inh – less growth of phage-infected E. coli with AddAB. E. coli expressing H. pylori AddAB, absorbance growth. inhibition, % at 11.9 µM. AID 435030. 330,000 compounds, 0.29% hits; in the data active = inhibition above about 12%;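 also: 0% = vehicle wells of infected cells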
# HTR5A inv ag – HTR5A inverse agonism, opioid heterodimer counter-screen. P47898. HTR5A cell line, luminescence. inhibition, % at 9.3 µM. 340,000 compounds, 0.083% hits; in the data active = inhibition mostly above about 23%, no sharp cut-off; inactive = mostly below about 18%;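 also: 0% = cells with DMSO and 100% = no-cell wells with DMSO; some compounds called inactive have numbers as strong as hits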
# Ecoli viability – bacterial growth inhibition, counter-screen for AddAB inhibitors; E. coli V3065 growth, OD600 absorbance, 18 h; inhibition, % at 11.9 µM; 330,000 compounds, 0.27% hits; AID 449728;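 active = inhibition above the campaign's mean inhibition across all tested compounds plus 3 SD, cut at about 9.9% in these data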;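 also: uninfected addAB+ strain grown without phage in ampicillin broth; 0% = DMSO wells and 100% = ciprofloxacin 0.95 µg/ml wells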
# * hit, by the source's call; . = no result given.
SMILES,OPRM1-OPRD1 ag,HTR5A ag,SUMO Mot1 rescue,OPRM1-OPRD1 inv,PKA-R1A act,phage Ecoli inh,PfHsp90 set2,DSG3 Ab inh,AddAB inh,HTR5A inv ag,Ecoli viability
Cc1noc(C)c1COC(=O)c1ccc(N(C)C)cc1,-0.6,2,5,3,2,0.8,-7,99,1.7,7,2.9
CC(C)(C)OC(=O)C[C@H]1C/C=C\C[C@@H](CC(=O)N(CCO)Cc2ccccc2)C(=O)NCCOC1=O,-1.4,5,19,9,-5,2.0,21,106,0.6,-11,1.2
Cc1ccccc1/C=N\NC(=O)c1ccc(Cn2cccn2)o1,-2.1,5,-9,13,0,2.0,37,88,2.4,-14,1.2
CC(OC(=O)C1=COCCO1)C(=O)NC1(C#N)CCCCC1 (stereo not given),-3.0,0,4,16,8,1.5,.,98,0.4,1,-0.4
Cc1ccc(S(=O)(=O)N2CCN(c3c([N+](=O)[O-])cc(C(F)(F)F)cc3[N+](=O)[O-])CC2)cc1,5.5,-1,-5,-28,-14,1.1,-11,96,7.2,4,0.4
C[C@H](CO)N1C[C@H](C)[C@@H](CN(C)C(=O)NC2CCCCC2)Oc2ccc(NS(=O)(=O)c3cccs3)cc2C1=O,-3.3,-1,-10,15,4,3.6,-7,105,0.2,5,-3.2
CC(C)N=C(NS(=O)(=O)c1ccccc1)C(Cl)(Cl)Cl,2.9,0,186,-17,-4,1.9,-39,93,0.1,0,-0.4
O=c1c2cc3c(=O)n(CC4CCCO4)c(=O)c3cc2c(=O)n1CC1CCCO1 (stereo not given),-2.0,0,41,12,-1,1.8,-33,102,1.8,-6,-0.4
O=C1CC(c2ccccc2)=Nc2ccc(Br)cc2N1,2.3,-5,.,-13,-14,4.2,-21,98,2.6,13,1.5
N=C1C(c2nc3ccccc3[nH]2)=C(O)CN1c1ccccc1,-1.4,-1,14,7,-5,1.3,.,106,-1.9,2,-5.3
COc1ccc(Nc2nc(NC(C)(C)C)nc(N3CCCC3)n2)c(OC)c1,1.9,2,-3,-10,-13,5.4,8,103,1.6,18,-2.2
Cn1c2c(c(=O)n(C)c1=O)C(NC(=O)c1ccco1)(C(F)(F)F)C(=O)N2 (stereo not given),-2.4,-4,.,13,-6,0.1,3,99,-0.6,14,0.2
Cc1ccccc1-n1c(C)nc2ccccc21,-1.2,5,105,7,-2,0.3,-27,100,2.4,-27,-2.4
O=C(O)c1ccccc1OCc1nc2ccccc2s1,7.4,7,-17,-40,-8,2.2,-4,113,3.3,-20,-0.1
CC(C)C(NS(=O)(=O)c1cccs1)C(=O)N(C)Cc1ccccc1 (stereo not given),4.0,9,7,-25,-10,-1.0,-5,99,0.6,-23,-2.3
Cc1cc(C(=O)N/N=C/c2cccn2C)no1,-2.2,4,-9,12,-5,1.5,-4,130,-1.7,-24,0.5
CCN(CC)S(=O)(=O)c1ccc(NC(=O)c2cc(-c3ccccc3)nc3ccccc23)cc1,0.1,3,1,0,2,5.0,-24,96,1.5,-36,0.5
CCCCn1c(N)c(N(CCOC)C(=O)CCc2ccc(OC)cc2)c(=O)[nH]c1=O,1.9,4,-7,-11,7,1.0,9,129,0.7,-42,0.2
COCCN(C(=S)Nc1cccc(C)c1)C(C)c1cccs1 (stereo not given),-1.0,1,-9,6,-8,2.8,-8,118,3.0,-27,3.1
COCCCNC(=O)Cn1c(=O)n(Cc2ccccc2Cl)c(=O)c2cc(OC)c(OC)cc21,-3.7,-4,10,18,-1,0.9,-14,102,1.8,12,-1.8
CCCN(CC(=O)Nc1ccccc1OC)C(=O)CCC(=O)c1ccc(Cl)s1,-2.5,-1,-1,10,7,-0.9,0,106,-0.3,-10,0.7
NC(=O)CC1(CC(=O)O)CCCCC1,-0.5,2,12,3,3,1.4,19,97,0.7,-15,0.0
Cc1cc(Br)ccc1NC(=O)CNC(=O)CSc1ncccn1,-1.6,-4,2,7,4,1.3,3,88,-0.6,10,0.7
O=C(NCc1ccco1)c1cnn2cccnc12,0.5,-1,-6,-3,3,2.9,.,105,0.8,30,-1.6
N#Cc1c(F)cccc1NCCCn1ccnc1,-1.6,-1,-4,8,-3,0.9,12,98,0.8,-13,-2.8
O=C(c1cccc(Cl)c1)N1CCN(C2CCCCC2)CC1,-1.7,6,-20,8,-4,-2.4,-2,114,4.3,-22,-0.8
Cc1cccc(C(=O)N[C@H](C(=O)Nc2nc3ccccc3[nH]2)C(C)C)c1,0.1,7,-1,-1,-11,0.5,-13,97,-2.8,-15,-0.7
CC(C)CNS(=O)(=O)c1ccc(CCC(=O)Nc2cc(Cl)ccc2Oc2ccccc2)cc1,2.6,6,-2,-15,-5,2.5,-8,97,1.5,-17,-0.5
COC(=O)[C@]1(Cc2ccccc2)N[C@H](c2ccc(-c3ccc(Cl)c(Cl)c3)cc2)[C@@H]2C(=O)N(C)C(=O)[C@@H]21,0.3,5,-4,-2,1,-0.2,-11,94,2.5,-3,0.2
O=C1CCCC2=C1C(c1ccsc1)CC(=O)N2c1nnc(SCc2ccccc2)s1 (stereo not given),-1.9,2,.,9,3,2.4,-25,108,.,-4,.
CCOC(=O)C1CCCN(c2nc(C)nc3c2oc2ccccc23)C1 (stereo not given),6.9,9,310,-37,-5,2.6,16,101,-2.3,14,2.6
COc1ccc(C2=Nn3c(nnc3-c3ccccn3)SC2)cc1OC,0.1,1,-4,0,-4,-0.6,.,97,1.4,-3,-1.3
O=C(CCC1CCCCC1)NCc1ccccn1,-1.0,0,-7,5,-5,2.5,-7,134,-3.3,0,1.8
COc1cc(CN2CCC(C(=O)NC3CCCC3)CC2)cc(OC)c1O,-2.3,-3,15,11,1,-5.9,0,.,0.3,8,0.0
CN1CCN(S(=O)(=O)c2ccc(C3CCCCC3)cc2)CC1,-2.9,3,.,14,-1,5.1,-1,98,.,20,.
COc1cccc(NC(=O)C2CC(=O)n3cnnc3S2)c1 (stereo not given),-0.2,-2,-10,1,-5,3.3,13,.,1.5,3,0.1
CCc1ccccc1NC(=O)C1CCCN1C(=O)Nc1ccc(C)cc1 (stereo not given),-0.7,1,2,5,5,2.7,-8,.,-0.3,-7,0.7
Cc1ccccc1CN(c1ccc(C(=O)Nc2ccccc2C(=O)NCc2ccco2)cc1)S(C)(=O)=O,-0.4,6,-9,2,-2,0.5,-31,93,-1.3,1,-2.2
CCCc1cc(=O)oc2c(C)c(OCC(=O)NC3CC(C)(C)NC(C)(C)C3)ccc12,-1.5,7,-19,8,7,0.3,-28,97,1.8,2,-0.8
Cc1ccc(N2C(=O)CC(Sc3nc(-c4ccccc4)c4cc(Cl)ccc4n3)C2=O)c(C)c1 (stereo not given),-2.9,2,.,16,1,1.5,-10,117,0.2,5,-1.4
O=c1c2ccccc2sc2ccccc12,-2.3,-3,.,12,-6,0.4,.,89,.,10,.
O=C(NNc1ccc([N+](=O)[O-])cc1)c1ccccc1F,-0.9,-2,.,4,-3,1.4,.,118,.,4,.
CC[C@@H]1CN(C)[C@H]2Cc3c([nH]c4ccccc34)C(=O)C[C@@H]1[C@@H]2C(=O)OC,-2.5,-8,-4,14,-5,1.1,4,98,3.9,-22,2.2
Oc1cc2c(cc1O)CN(C(=S)NCCc1ccc(Cl)cc1)CCC2,1.2,6,10,-7,1,5.7,2,106,1.6,-16,4.0
C[C@H](NC(=O)OC(C)(C)C)C(=O)NCC1CCC(C(=O)N[C@@H](Cc2ccccc2)C(=O)O)CC1 (stereo not given in full),-2.9,0,477*,16,2,1.8,9,100,-0.7,1,-2.3
COc1cccc(-c2nc(CS(=O)(=O)CC(=O)N3CCc4ccccc4C3)c(C)o2)c1,-1.7,-5,89,9,2,2.3,.,111,1.8,14,-1.0
CCOC(=O)c1c(C)[nH]c2c1-c1ccccc1C(=O)C2=O,23*,0,.,-155,-10,6.2,-32,105,.,-9,.
Cc1ccc(CNC(=O)C(Cc2ccccc2)NS(=O)(=O)c2ccc3c(c2)CCC(=O)N3)cc1 (stereo not given),-0.5,1,-3,2,-2,3.8,16,109,3.0,-3,1.8
Cc1ccc(NC2CCCN(C(=O)c3c(C)noc3C)C2)cc1C (stereo not given),-3.5,-3,-12,19,-4,3.4,-3,.,0.6,20,1.9
O=C(O)C1=C(C(=O)Nc2cccc(C(F)(F)F)c2)CCCC1,-1.7,1,-13,9,-4,6.0,-14,100,3.3,-12,0.7
Cc1ccc(NC2=C(NC(=O)c3ccccc3)C(=O)c3ccccc3C2=O)cc1Cl,2.0,1,130,-11,1,5.6,-8,122,7.3,-1,4.0
O=C(NCc1cccnc1)c1ccc(NC(=O)c2ccc(Br)cc2)cc1,2.1,-2,4,-12,-4,3.6,-9,103,1.5,5,0.3

# 11 entries already listed, sorted by molecular weight, lowest first:
SMILES,OPRM1-OPRD1 ag,HTR5A ag,SUMO Mot1 rescue,OPRM1-OPRD1 inv,PKA-R1A act,phage Ecoli inh,PfHsp90 set2,DSG3 Ab inh,AddAB inh,HTR5A inv ag,Ecoli viability
O=c1c2ccccc2sc2ccccc12,-2.3,-3,.,12,-6,0.4,.,89,.,10,.
O=C(NNc1ccc([N+](=O)[O-])cc1)c1ccccc1F,-0.9,-2,.,4,-3,1.4,.,118,.,4,.
CCOC(=O)c1c(C)[nH]c2c1-c1ccccc1C(=O)C2=O,23*,0,.,-155,-10,6.2,-32,105,.,-9,.
O=C(O)C1=C(C(=O)Nc2cccc(C(F)(F)F)c2)CCCC1,-1.7,1,-13,9,-4,6.0,-14,100,3.3,-12,0.7
Oc1cc2c(cc1O)CN(C(=S)NCCc1ccc(Cl)cc1)CCC2,1.2,6,10,-7,1,5.7,2,106,1.6,-16,4.0
O=C(NCc1cccnc1)c1ccc(NC(=O)c2ccc(Br)cc2)cc1,2.1,-2,4,-12,-4,3.6,-9,103,1.5,5,0.3
CCCc1cc(=O)oc2c(C)c(OCC(=O)NC3CC(C)(C)NC(C)(C)C3)ccc12,-1.5,7,-19,8,7,0.3,-28,97,1.8,2,-0.8
COc1cccc(-c2nc(CS(=O)(=O)CC(=O)N3CCc4ccccc4C3)c(C)o2)c1,-1.7,-5,89,9,2,2.3,.,111,1.8,14,-1.0
Cc1ccc(N2C(=O)CC(Sc3nc(-c4ccccc4)c4cc(Cl)ccc4n3)C2=O)c(C)c1 (stereo not given),-2.9,2,.,16,1,1.5,-10,117,0.2,5,-1.4
C[C@H](NC(=O)OC(C)(C)C)C(=O)NCC1CCC(C(=O)N[C@@H](Cc2ccccc2)C(=O)O)CC1 (stereo not given in full),-2.9,0,477*,16,2,1.8,9,100,-0.7,1,-2.3
Cc1ccc(CNC(=O)C(Cc2ccccc2)NS(=O)(=O)c2ccc3c(c2)CCC(=O)N3)cc1 (stereo not given),-0.5,1,-3,2,-2,3.8,16,109,3.0,-3,1.8
